Exocytosis inh = blocks lytic granule exocytosis | TALL-104 LAMP-1 surface exposure, flow cytometry; cells stimulated with thapsigargin and PMA | inhibition, % at 10 µM | hit rate 0.66% among 360,000 | AID 651702;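 active = inhibition above about 55%, limit read from the data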
hiPSC survival = increases survival of single human iPS cells. hiPSC single-cell survival, ATPlite luminescence; 100% = ROCK inhibitor wells, 0% = DMSO. survival enhancement, % at 20 µM. hit rate 0.044% among 360,000. AID 602274; in the data active = survival enhancement above about 18%;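 also: cells exposed to compounds for 16 hours before the ATP read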
Cardio protect = protects H9c2 cardiomyocytes from peroxide injury | H2O2 injury protection, ATPLite, 2 h | protection from H2O2 cell death, % at 20 µM | hit rate 0.63% among 360,000 | AID 588492;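 active = compounds giving at least 50% protection of heart cells from peroxide-induced death in the single-dose screen, raw or plate-pattern-corrected value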;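 also: 0% = DMSO wells with peroxide and 100% = DMSO wells without peroxide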
Vif imaging = inhibitors of HIV Vif; HEK293T cells, Vif self-association by quenched fluorescence, imaging, 24 h; inhibition, % at 7.49 µM; hit rate 0.35% among 340,000; in the data active = inhibition above about 50%, passing the limit was not always enough; also: some results filed as inactive read as strong as hits
CaV13 FRET inh = Disruptors of the CACNA1D IQ motif to Ca2+-dependent inactivation inhibitor domain association, primary screening, Förster resonance energy transfer in intact living …; HEK cells, CFP/YFP FRET ICDI-IQ, plate reader, 10 min; percent FRET-ratio fall versus neutral wells; inhibition, % at 12.3 µM; hit rate 0.098% among 340,000;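 active = mean replicate inhibition of at least 30% and at least 1% of replicates passing that level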;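 also: 0% = median of the neutral control wells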
aDG glyco up = alpha-DG glycosylation activation. hit rate 0.22% among 360,000. Pro5-aDG cells, alpha-DG glycosylation AlphaScreen (IIH6); 0% Pro5, 100% B10-LARGE cell signal. activation, % at 10 µM;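 active = activation of at least 8% versus controls, or a plate z-score of at least 8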;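 also: Pro5 are CHO cells carrying HIG-tagged alpha-DG that lacks glycosylation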
ABCB6 inh 2 = blocks the human ABCB6 transporter; Q9NP58; K562-ABCB6 porphyrin accumulation, flow cytometry, 1 h; hits give low values; fluorescence ratio to DMSO, % at 10 µM; hit rate 0.19% among 360,000;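 active = fluorescence ratio to DMSO below 75%, the collection mean minus 3 SD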;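 also: signal is porphyrin accumulated inside mitochondria; 100% equals median channel fluorescence of DMSO control wells; lower ratio means ABCB6 inhibition with less porphyrin fluorescence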
N-glyco inh = blocks N-linked glycosylation in D54 reporter cells | D54 ERlucT glycosylation luciferase reporter, 24 h; percent of 100 nM tunicamycin response | reporter increase, % at 12.5 µM | hit rate 0.23% among 360,000 | AID 588692;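 active = mean luciferase reporter signal, scaled so untreated is 0 and the glycosylation-blocking control 100, at or above a set limit in every replicate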;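 also: luciferase carries N-glycosylation sites so blocking glycosylation raises the light; 0% = median of neutral control wells and 100% = median of 100 nM tunicamycin wells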
PDI inh = blocks human protein disulfide isomerase activity; P07237; PDI insulin aggregation turbidity, A650, 90 min; inhibition, % at 10 µM; hit rate 0.052% among 350,000; AID 588391;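 active = mean inhibition across replicates of 30% or more, whatever share of single replicates reach that level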;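 also: absorbance from insulin aggregation driven by PDI reduction with DTT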
Target sequence (P07237 whole entry, looked up): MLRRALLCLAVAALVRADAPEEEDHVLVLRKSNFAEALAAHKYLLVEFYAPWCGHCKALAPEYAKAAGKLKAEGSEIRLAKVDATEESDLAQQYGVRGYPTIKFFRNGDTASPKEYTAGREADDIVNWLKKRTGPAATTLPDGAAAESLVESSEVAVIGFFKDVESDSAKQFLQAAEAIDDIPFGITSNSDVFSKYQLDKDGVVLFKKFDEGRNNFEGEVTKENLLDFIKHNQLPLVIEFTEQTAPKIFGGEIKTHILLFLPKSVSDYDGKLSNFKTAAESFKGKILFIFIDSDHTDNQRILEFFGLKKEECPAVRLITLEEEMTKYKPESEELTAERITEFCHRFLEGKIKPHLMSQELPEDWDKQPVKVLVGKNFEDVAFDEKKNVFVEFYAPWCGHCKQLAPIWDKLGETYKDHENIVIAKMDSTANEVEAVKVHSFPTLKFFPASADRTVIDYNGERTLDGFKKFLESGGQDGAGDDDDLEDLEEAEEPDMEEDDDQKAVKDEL
m5-HT2A agonist = mouse HTR2A agonism via beta-arrestin recruitment; P35363; CHO-K1 mHTR2A beta-arrestin complementation, luminescence; percent of 30 µM serotonin response; activation, % at 7.6 µM; hit rate 0.66% among 360,000; AID 624169;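 active = activation above a run cutoff, the mean activation of all tested compounds plus 3 SD, cut at about 14% in these data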;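 also: 0% = plate median of compound wells and 100% = 30 µM serotonin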
Target sequence (P35363 whole entry, looked up): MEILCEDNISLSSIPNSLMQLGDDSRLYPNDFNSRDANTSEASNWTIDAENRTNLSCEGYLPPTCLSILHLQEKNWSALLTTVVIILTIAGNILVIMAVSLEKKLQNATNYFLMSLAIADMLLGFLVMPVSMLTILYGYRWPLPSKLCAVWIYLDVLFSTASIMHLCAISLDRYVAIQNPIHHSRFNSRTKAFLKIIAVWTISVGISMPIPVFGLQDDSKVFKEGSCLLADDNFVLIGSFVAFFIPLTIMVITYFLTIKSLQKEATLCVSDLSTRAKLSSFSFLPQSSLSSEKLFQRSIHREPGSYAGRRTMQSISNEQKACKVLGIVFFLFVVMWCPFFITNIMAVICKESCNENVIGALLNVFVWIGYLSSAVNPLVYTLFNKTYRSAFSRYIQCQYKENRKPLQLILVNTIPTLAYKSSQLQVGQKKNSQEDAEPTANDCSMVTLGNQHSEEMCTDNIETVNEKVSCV
* marks the source's active call; other numbers are inactive results; / = not tested or not shown.

SMILES,Exocytosis inh,hiPSC survival,Cardio protect,Vif imaging,CaV13 FRET inh,aDG glyco up,ABCB6 inh 2,N-glyco inh,PDI inh,m5-HT2A agonist
Cc1noc(C)c1COc1ccc(C(=O)N2CCCC(C(N)=O)C2)cc1 (configuration not stated),-1,0.0,-4,7,-3,-0.2,91,1,6,5
COc1ccc(NC(=O)c2sc(=O)n(Cc3ccc(SC)cc3)c2C)cc1OC,-7,-1.1,6,-6,8,-0.2,98,-3,-12,4
CC(C)c1ccc(NC(=O)CSc2ncccc2C(=O)Oc2cccc([N+](=O)[O-])c2)cc1,-3,1.1,-5,-4,-18,-0.1,102,13,2,-3
O=C(O)c1cccc(N2C(=O)CSC2c2ccccc2)c1 (configuration not stated),5,-0.6,-2,4,-5,-0.1,100,2,7,-1
CC(Oc1ccc2c(c1)oc(=O)c1ccccc12)C(=O)NCCCN1CCOCC1 (configuration not stated),-4,-0.6,8,-4,-13,0.1,100,0,-5,-1
Oc1c(Cl)cc(Cl)cc1/C=N/Nc1ncc(Br)cn1,-2,-1.7,59*,-3,-5,-0.2,102,-5,-6,-2
CC(C)Cn1c(SCC(=O)NCCCN2CCCC2=O)nc2ccccc21,4,1.4,2,-3,-15,-0.1,95,1,4,16*
CCC(C)NC(=O)/C=C/c1cccs1 (configuration not stated),1,2.6,-2,9,-5,0.1,95,1,-1,2
Cc1ccc2c(c1)c1nnc(SCC(=O)Nc3ccc(N(C)C)cc3)nc1n2CC(=O)O,-7,2.2,-6,10,11,-0.1,95,3,-2,-2
CC(C(=O)Nc1ccc2[nH]c(=O)[nH]c2c1)N1CCN(Cc2ccc3c(c2)OCO3)CC1 (configuration not stated),-2,-0.5,1,-3,-3,-0.2,96,4,-4,-9
N#Cc1ccccc1NC(=S)NC(=O)C1CCC1,2,-0.4,4,-5,/,0.8,98,-1,6,3
O=C(CC1C(=O)NCCN1Cc1ccc(F)cc1)NCCOc1cccnc1 (configuration not stated),-2,0.3,-1,2,-11,0.1,98,3,4,5
CCN(c1ccccc1C)S(=O)(=O)c1nnc(NC(=O)c2ccco2)s1,-1,1.0,5,0,-2,-0.3,99,0,-4,-1
O=P(O)(CCc1ccccn1)CN1CCOCC1,2,0.6,4,/,-6,0.0,97,1,-1,0
Cc1nn(Cc2ccc(Cl)c(Cl)c2)c(C)c1NC(=O)c1cc(-c2ccco2)on1,0,0.7,-13,-7,-4,1.3,102,-3,-2,2
CCOC(=O)N1CCN(C(=O)Cn2cnc3ccccc3c2=O)CC1,-4,-0.1,1,-2,-2,0.0,104,0,3,4
O=C(CSc1nnc(CCCO)n1-c1ccccc1)NCCc1ccccc1,4,0.6,4,-1,-5,-0.1,100,0,-4,1
COc1ccc(-n2nnc3c(SC(C(C)=O)C(=O)N(C)C)ncnc32)cc1 (configuration not stated),11,-0.5,-5,10,-16,-0.1,97,4,11,5
CC1CCN(C(=O)C(=O)Nc2sc3c(c2C(=O)O)CC(C)(C)OC3)CC1,1,0.0,2,-1,-14,-0.1,99,-1,6,2
CC(=O)N1CCc2cc(S(=O)(=O)N3CCCCC3C)ccc21 (configuration not stated),-2,0.8,0,0,-2,-0.1,95,-1,2,7
CCOC(=O)C1=CCN(S(=O)(=O)c2ccc(C)cc2)C1c1ccc(CC)cc1 (configuration not stated),-4,2.8,-6,-2,-3,-0.2,97,0,/,-2
CC(O)c1nc2ccccc2n1CCCOc1ccccc1 (configuration not stated),-11,0.4,-6,1,-4,-0.1,95,-2,13,-7
CCOC(=O)CCn1nc(-c2ccccc2)cc1N,4,1.8,7,15,/,-0.2,93,1,7,3
O=C(c1ccc(F)c(S(=O)(=O)N2CCOCC2)c1)N1CCN(c2ccc(F)cc2)CC1,-2,-1.9,0,-8,-7,0.0,100,-1,11,3
CCCn1cc(S(=O)(=O)c2ccccc2)c(=O)c2cc(CC)ccc21,2,-0.6,1,12,-5,0.6,96,-1,5,-3
CCNC(=O)c1ccc(NC(=O)CC2SC(N3CCCCC3)=NC2=O)cc1 (configuration not stated),-2,0.3,-4,16,-17,-0.2,92,0,2,0
O=C(N/N=C/c1ccccc1F)c1cccc2ccccc12,-2,-0.4,-8,35,-4,0.1,97,4,-4,0
O=C(CC(=O)Nc1ccccc1)Nc1ccccc1,-4,0.8,4,-9,-4,-0.1,97,1,11,6
Nc1ccccc1C(=O)N1CCc2ccccc21,0,0.9,-1,8,-1,0.2,98,4,13,1
O=C1c2cccc3c(O)ccc(c23)C(=O)N1c1ccc(Cl)cc1,-1,1.7,-1,/,-28,0.6,134,-5,-3,-6
C#CCCOC(=O)Nc1ccccc1,-1,1.3,-5,-4,-5,0.1,93,0,-5,-1
COc1ccc(C(=S)N2CCCC2)cc1OC,-2,-1.1,-3,-6,-3,-0.3,139,2,3,0
NC(=O)C1CCN(c2nc(-c3cccc(N)c3)cs2)CC1,8,-0.6,7,1,-5,0.1,96,4,5,1
Cc1ccc(S(=O)(=O)N(C)CCCC(=O)n2nc(C)cc2C)cc1,0,1.4,4,-1,-4,0.0,95,0,-3,4
CCCn1c(CNC(=O)c2ccccc2)nc2ccccc21,1,-0.5,2,/,-9,-0.1,101,-1,-7,3
O=C(Cc1ccccc1)Nc1ccccc1N1CCCC1,-1,5.4,6,-1,-6,0.0,168,-3,3,5
CCCC1Oc2ccccc2C(=O)N(CC(=O)c2ccc3c(c2)OCCO3)C1=O (configuration not stated),0,-0.2,7,1,-7,-0.1,92,0,-4,5
COc1ccc(-c2cc(C(=O)NCc3cn(C)nc3C)c3ccccc3n2)cc1OC,-4,0.4,23,1,-3,-0.3,93,0,0,-2
CC1CN(S(=O)(=O)c2ccc(Cl)c(C(F)(F)F)c2)CC(C)O1 (configuration not stated),1,2.9,-7,/,-8,0.6,97,-2,-16,1
O=C(CSc1nc2c(c(=O)n1-c1ccc(F)cc1)SCC2)NCC1CCCO1 (configuration not stated),4,-0.6,2,3,-5,0.0,96,1,10,-3
CC(=O)O[C@@H]1[C@H]2[C@@H](C[C@@H](C)[C@@H]3C=CC(=O)[C@@]13C)OC(=O)[C@@H]2C,43,-1.6,4,-1,-10,0.3,100,2,4,3
COc1ccc(-c2cn3nc(SCC(=O)NC4CCCCC4)ccc3n2)cc1,-1,-0.5,-11,-4,-2,1.3,105,-12,-4,-4
CC(C)[C@H](NC(=O)Nc1ccc2c(c1)OCCO2)C(=O)O,4,-0.7,2,17,-5,0.2,99,4,4,1
COc1ccccc1CNC(=O)c1ccc2nc3[nH]c4ccccc4c3nc2c1,15,0.5,40,-8,-6,-0.5,91,9,-3,4
C/C(CC(=O)Nc1cccc(Cl)c1Cl)=N\NC(=O)C(=O)NC1CCCCC1,7,0.5,18,-1,-4,-0.2,97,0,10,-6
COc1ccc(OC)c(NC(=O)Nc2nnc(N3CCC(C)CC3)s2)c1,-5,-1.9,-8,1,-6,0.0,97,1,4,6
COc1ccc(Cn2c(=O)[nH]c3cc(C(=O)NCCc4ccc(S(N)(=O)=O)cc4)ccc3c2=O)cc1,-1,-1.3,-2,0,-5,-0.2,101,0,2,0
CCc1ccc(S(=O)(=O)NC(=S)NC2CCCCC2)cc1,0,-1.5,3,4,-4,-0.2,93,3,7,-1
COc1ccc(OCCCC(=O)N(C)CC(=O)Nc2c(C)cccc2C)cc1,-2,-0.1,-6,0,-14,-0.1,96,-3,7,5
Cn1c(=O)n(C)c2cc(/C=N/N=C3/NC(=O)C(CC(=O)O)S3)ccc21 (configuration not stated),15,-2.5,8,18,-4,-0.7,97,0,5,-8
COc1cccc(CC(=O)Nc2ccc3c(c2)c(=O)n(C)n3-c2ccc(C(C)(C)C)cc2)c1,-4,-4.1,1,9,-6,0.2,103,-4,5,-4
COc1ccc(C(=O)/C=C\N2CCOCC2)cc1,-1,-2.0,5,-4,-6,-0.1,86,-1,21,1
Cc1ccc(Cl)c(OCC(=O)NCC(c2cccs2)N2CCOCC2)c1 (configuration not stated),-2,-0.7,-12,-11,-4,0.2,97,-4,3,2
Cc1ccc(SCC(=O)N2CCCC2)cc1,-1,2.2,6,/,-5,0.0,100,0,6,4
CCOC(=O)CSc1cc(CS(=O)(=O)c2ccccc2)nc(-c2ccccc2)n1,2,2.1,-11,-7,/,-0.4,100,0,2,-2
O=C(NCc1ccccc1)C1c2ccccc2OCC(=O)N1Cc1ccco1 (configuration not stated),-3,0.4,/,/,-2,0.1,98,/,/,-2
O=C(NCCc1ccccc1)C1CCC(=O)N(Cc2ccc(Cl)cc2)C1 (configuration not stated),6,-0.6,-6,/,-2,-0.3,101,/,-2,-2
CCOc1ccc(OCCC(=O)OCC(=O)NCc2ccc(Cl)cc2)cc1,-6,-0.4,2,14,-6,0.3,98,0,2,-4
O=C(O)c1cccc(C(=O)c2cccc(C(=O)O)c2)c1,9,0.1,5,21,-5,-0.2,95,3,17,1
Cc1cccc2c(=O)n3c(nc12)CCCCC3,-3,5.5,4,6,-3,0.2,97,-1,-3,1

Pulled by structure from the entries so far (two):
SMILES,Exocytosis inh,hiPSC survival,Cardio protect,Vif imaging,CaV13 FRET inh,aDG glyco up,ABCB6 inh 2,N-glyco inh,PDI inh,m5-HT2A agonist
CCOC(=O)C1=CCN(S(=O)(=O)c2ccc(C)cc2)C1c1ccc(CC)cc1 (configuration not stated),-4,2.8,-6,-2,-3,-0.2,97,0,/,-2
O=C(Cc1ccccc1)Nc1ccccc1N1CCCC1,-1,5.4,6,-1,-6,0.0,168,-3,3,5

Carrying on:
SMILES,Exocytosis inh,hiPSC survival,Cardio protect,Vif imaging,CaV13 FRET inh,aDG glyco up,ABCB6 inh 2,N-glyco inh,PDI inh,m5-HT2A agonist
Cc1ccc(/C=N/n2c(-c3cccnc3)n[nH]c2=S)s1,0,-2.4,2,-1,-5,-0.3,98,1,8,1
N#Cc1c(C(F)(F)F)cc(-c2ccc(Cl)c(Cl)c2)nc1SCCN1CCOCC1,2,2.5,-6,1,-7,0.4,144,0,4,-5
COc1cccc(C(=O)NCCS(=O)(=O)N2CCc3ccccc3C2)c1,1,-0.4,-1,9,-7,0.1,96,0,18,6
CCOc1ccc(CCNC(=O)COC(=O)CCC(=O)c2cccs2)cc1OCC,-7,-0.1,1,5,-12,-0.3,98,1,9,1
Cc1ccc(-c2ccc(=O)n(Cc3cc(C)ccc3C)n2)cc1,26,-0.4,-7,-13,-14,0.0,94,-3,5,4
O=C(N/N=C\c1cn[nH]c1-c1ccccc1)c1ccc([N+](=O)[O-])cc1,-1,-0.3,6,1,-19,-0.3,100,-1,-22,-2
Cc1ccc(N(CC(=O)NC(C)C)C(=O)CCC(=O)Nc2ccccn2)cc1,14,-0.1,13,-5,-5,0.0,103,3,-4,-5
O=C(c1ccoc1)N1CCCC(Nc2ccc(F)c(F)c2)C1 (configuration not stated),2,-0.4,-1,-11,-4,0.2,100,1,4,-1
Cc1cc(C)nc(SCCc2ccncc2)n1,-6,-0.6,8,6,-4,-0.2,93,0,-3,1
CC1=C(C(=O)N2CCOCC2)C(c2cccc3ccccc23)NC(=S)N1 (configuration not stated),-2,-0.8,9,/,-5,-0.3,97,-1,0,4
NC(=O)CSc1nc(O)cc(=O)n1-c1ccccc1,-3,1.6,-2,1,-6,-0.2,93,1,11,3

Bioassay records: PubChem BioAssay, several laboratories
